Assay outcomes from PubChem.
DAX1 inh-1: inhibitors of DAX1 repression of SF-1 activated StAR promoter. AID 652010. hit rate 1.1% among 370,000. inhibition, % at 6.8 µM. HEK293T StAR-luciferase reporter, SF-1/DAX-1 repression relief;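 active = inhibition above the mean over all tested compounds plus 3 SD, cut at about 3.6% in these data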;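 note: 0% = DAX-1 cells with DMSO and 100% = cells lacking DAX-1 with DMSO; higher inhibition means more luminescence from relief of DAX-1 repression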
ADAM17 inh: inhibits human ADAM17 | P78536 | hit rate 0.83% among 370,000 | AID 720648 | inhibition, % at 6.95 µM | recombinant ADAM17, EDANS/DABCYL FRET peptide cleavage;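 active = inhibition above the mean of compounds lying between control limits plus 3 SD, set per campaign, cut at about 8.5% in these data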;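 note: 0% = DMSO-only wells as the low control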
hgDAF-12 ag: hgDAF-12 agonism, primary luciferase screen; HEK293 GAL4-hgDAF12 UAS-luciferase reporter, agonist luminescence; normalized to butyrate control; activation, % at 6.8 µM; hit rate 1.8% among 370,000; AID 687014;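 active = activation above a cutoff set at the mean of all screened compounds plus 3 SD, cut at about 10% in these data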;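 note: 0% = DMSO wells and 100% = sodium butyrate wells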
ssDAF-12 act: activates DAF-12 receptor from parasite S. stercoralis. HEK293 ssDAF-12/GRIP1 lit1-tk-luc reporter, luminescence; % of 3 µM dafachronic acid response. activation, % at 6.8 µM. hit rate 1% among 370,000. AID 652126;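 active = activation above the mean over all tested compounds plus 3 SD, cut at about 0.9% in these data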;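 note: 0% = DMSO-only wells and 100% = 3 µM delta7-dafachronic acid wells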
PLCb3 inh: blocks human PLC-beta3 enzyme activity; hit rate 0.18% among 370,000; AID 720704; Purified PLC-beta3, fluorogenic substrate, fluorescence; inhibition, % at 12.2 µM; Q01970; in the data active = inhibition above about 11%;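 note: 0% = median of compound wells on plate and 100% = full blocker control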
PLCg1 inh: inhibitors of human phospholipase C gamma1; P19174; purified PLC-gamma1, fluorogenic substrate, fluorescence; inhibition, % at 12.2 µM; hit rate 0.84% among 370,000; AID 720700; in the data active = inhibition above about 9.5%
DAX1 inh-2: NR0B1 (DAX1) inhibition. P51843. HEK293 Gal4-DAX1 luciferase reporter, luminescence. inhibition, % at 6.75 µM. hit rate 0.99% among 340,000. AID 504766;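 active = inhibition above the mean over all tested compounds plus 3 SD, cut at about 4.2% in these data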;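 note: 0% = DAX1-transfected cells with DMSO and 100% = empty-vector control cells with DMSO; inhibition shows as a rise in luminescence from relieved DAX1 repression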
MBD2 DNA inh: MBD2-methylated oligo binding inhibition | Q9UBB5 | TR-FRET, MBD2 binding to methylated oligonucleotide | inhibition, % at 4.4 µM | hit rate 0.31% among 370,000 | AID 686964; in the data active = inhibition above about 13%
Target sequence (Q9UBB5 whole entry, looked up): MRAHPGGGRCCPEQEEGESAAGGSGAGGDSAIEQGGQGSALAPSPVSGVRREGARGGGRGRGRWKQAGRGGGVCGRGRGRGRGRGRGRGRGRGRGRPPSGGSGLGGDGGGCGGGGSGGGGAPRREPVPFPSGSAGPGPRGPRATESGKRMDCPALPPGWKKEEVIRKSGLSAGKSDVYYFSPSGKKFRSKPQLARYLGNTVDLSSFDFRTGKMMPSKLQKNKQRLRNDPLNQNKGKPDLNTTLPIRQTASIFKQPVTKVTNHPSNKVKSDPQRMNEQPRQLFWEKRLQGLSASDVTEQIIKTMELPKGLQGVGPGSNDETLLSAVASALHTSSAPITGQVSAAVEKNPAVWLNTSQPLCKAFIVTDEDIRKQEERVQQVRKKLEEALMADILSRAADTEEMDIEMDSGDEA
hcDAF12 agonist: activates DAF-12 receptor from parasite H. contortus | hit rate 1.4% among 370,000 | AID 652067 | activation, % at 6.8 µM | HEK293 hcDAF-12 lit1-tk-luc reporter, luminescence; 0% DMSO, 100% Δ7-dafachronic acid;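 active = activation above the mean of all tested compounds plus 3 SD, cut at about 5.5% in these data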;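 note: 100% = response to 3 µM Δ7-dafachronic acid high control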
NR1D1 modulator: modulators of human Rev-erb alpha DNA binding | P20393 | Rev-erbα–FITC-DNA binding, fluorescence polarization, 90 min | activity, % at 10 µM | hit rate 0.79% among 370,000;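 active = activity above about 14%, limit read from the data; passing the limit was not always enough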;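 note: 0% = DMSO wells with 35 nM protein and 100% = DMSO wells with 750 nM protein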
Target sequence (P20393 whole entry, looked up): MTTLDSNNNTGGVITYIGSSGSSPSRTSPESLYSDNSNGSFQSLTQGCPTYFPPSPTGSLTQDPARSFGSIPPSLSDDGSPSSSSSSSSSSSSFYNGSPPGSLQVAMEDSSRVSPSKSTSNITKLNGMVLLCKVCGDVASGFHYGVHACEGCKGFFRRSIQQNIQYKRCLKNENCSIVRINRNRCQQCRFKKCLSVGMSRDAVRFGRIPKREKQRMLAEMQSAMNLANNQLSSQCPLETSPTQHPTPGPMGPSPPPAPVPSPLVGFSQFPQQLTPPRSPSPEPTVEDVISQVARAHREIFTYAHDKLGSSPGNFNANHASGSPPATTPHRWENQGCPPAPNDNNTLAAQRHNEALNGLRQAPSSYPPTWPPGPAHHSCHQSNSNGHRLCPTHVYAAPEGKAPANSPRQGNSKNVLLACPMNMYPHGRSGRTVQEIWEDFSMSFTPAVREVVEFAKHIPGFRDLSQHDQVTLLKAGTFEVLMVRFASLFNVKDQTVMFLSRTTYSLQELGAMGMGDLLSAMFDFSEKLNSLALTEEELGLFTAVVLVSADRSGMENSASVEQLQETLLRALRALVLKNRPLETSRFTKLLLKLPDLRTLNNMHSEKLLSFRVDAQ
SMARCA2 act: SMARCA2 function activation, primary screen. activation, % at 9.1 µM. hit rate 1% among 370,000. MG213 cells, MMTV-luciferase reporter, dexamethasone, overnight; in the data active = activation above about 7.8%;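 note: 0% = vehicle wells and 100% = reference activator wells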
The depositor's hits bear a star; . = no result given.

SMILES | DAX1 inh-1 | ADAM17 inh | hgDAF-12 ag | ssDAF-12 act | PLCb3 inh | PLCg1 inh | DAX1 inh-2 | MBD2 DNA inh | hcDAF12 agonist | NR1D1 modulator | SMARCA2 act
O=C(CNC(=O)c1ccccc1F)N/N=C/c1cccs1 | 0.7 | -3.4 | 1.9 | -0.5 | -8.2 | 0.3 | -0.5 | -1.6 | -1.0 | -0.5 | 1.5
CC(=O)N1c2ccc(S(=O)(=O)N3CCC(C(=O)Nc4cccc(C)n4)CC3)cc2CC1C (stereo not drawn) | -9.6 | -2.1 | -8.6 | -1.9 | -5.2 | 3.1 | -1.4 | -0.5 | -4.5 | -2.1 | -5.5
Cc1ccc(-n2nc3c(=O)n(CCCC(=O)NCc4ccccc4F)nc(C)c3c2C)cc1 | -0.1 | -5.9 | 0.6 | -0.8 | -8.8 | 0.7 | 0.1 | -1.0 | -1.1 | -5.2 | -3.8
CCc1ccc(N(C(=O)CNC(=O)c2ccco2)C(C(=O)NCC2CCCO2)c2ccccc2)cc1 (stereo not drawn) | -0.3 | 0.3 | -0.2 | -1.1 | 4.0 | 2.2 | 0.3 | -2.1 | -2.1 | -4.6 | -0.3
O=C(NC(Cc1ccccc1)C(=O)O)/C(=C/c1ccc(Br)cc1)NC(=O)c1ccc(Br)o1 (stereo not drawn) | -1.1 | -6.8 | 1.4 | -0.8 | -40.2 | -19.5 | 0.9 | 5.9 | -0.4 | 1.1 | -1.5
COc1ccccc1C(=O)N1CCC2CCNC2C1 (stereo not drawn) | -0.7 | -5.3 | -1.9 | -0.5 | -1.4 | 2.3 | . | -0.5 | 2.7 | -3.5 | -3.8
Oc1ccc(/C=N/Nc2nn3cnnc3c3ccccc23)cc1 | 0.1 | -2.5 | 0.8 | -0.4 | -15.8 | -6.5 | -0.9 | -2.0 | 2.4 | 3.7 | 2.0
O=C(Nc1nccs1)c1ncc(Cl)c(Cl)c1Cl | -0.8 | -0.6 | 2.0 | 0.7 | 0.8 | -1.7 | 0.1 | -1.1 | 5.3 | 5.8 | 1.4
CCCCOCCCNC(=O)C[C@H]1C[C@@]2(C(=O)OC)C(=C[C@H](C(C)C)O[C@@H]2C2CC2)N(Cc2ccccc2)C1=O | 0.1 | -2.9 | 0.9 | -1.3 | -2.5 | 0.8 | . | 1.2 | -1.9 | -5.1 | -3.9
OCC[C@H]1C[C@H](O)[C@@H](O)[C@]2(CCc3ccccc3CO2)O1 | -0.4 | -3.1 | 1.2 | -1.2 | 2.1 | 0.7 | 0.5 | 1.7 | 2.0 | -2.1 | 0.8
CCCOc1cc(C)c(S(=O)(=O)N2CCN(C)CC2)cc1C | -1.4 | 2.6 | -2.1 | -1.4 | 4.5 | 1.1 | 0.5 | 1.2 | -1.5 | 0.7 | -2.1
CCCCN(C(=O)c1c(CC)noc1C)c1c(N)n(CCCC)c(=O)[nH]c1=O | -0.4 | -5.3 | 0.2 | -1.0 | -14.0 | -3.4 | -0.4 | 4.3 | -0.4 | -2.7 | -2.3
CCOC(=O)C(=Cc1c[nH]c2ccc(S(=O)(=O)N(C)C)cc12)C(=O)OCC | -1.4 | -0.9 | -2.6 | -1.9 | -9.1 | 1.9 | -4.1 | -3.0 | -2.3 | 0.1 | -0.7
CCOc1cc(C2NN=C(c3ccccc3)S2)ccc1OCc1ccccc1Cl (stereo not drawn) | 3.4 | -3.6 | 16.3* | 1.4* | -13.0 | -10.4 | 5.9* | -1.1 | 8.7* | 2.9 | 1.9
COc1ccc(C(C(=O)NC(C)(C)C)N(Cc2ccccc2)C(=O)CCC(=O)Nc2cc(C)on2)cc1 (stereo not drawn) | -0.3 | 0.8 | 1.8 | -1.3 | -0.5 | -1.3 | 0.2 | -0.4 | -0.9 | -0.2 | 1.7
COc1cccc(CNS(=O)(=O)c2c(C)nc3sccn3c2=O)c1 | 0.2 | -4.5 | 0.6 | -1.1 | -16.6 | -16.1 | -0.1 | 3.1 | -0.1 | -2.5 | 0.6
Cc1cc(COc2ccccc2)oc1C(=O)O | 0.2 | 2.0 | -1.2 | -1.1 | -4.3 | 1.7 | -2.8 | 1.9 | -1.4 | -2.6 | 3.5
CSc1ccccc1OCc1cc(C(=O)NC(C)CCn2cccn2)no1 (stereo not drawn) | -2.0 | -5.8 | 1.1 | -0.9 | -6.8 | -4.0 | 0.4 | 2.7 | -0.4 | -2.7 | -2.0
COc1cccc(NC(=O)NCCCCc2ccccc2)c1 | 0.6 | 0.1 | 2.6 | -0.5 | -4.5 | 1.4 | 0.0 | 3.7 | 2.8 | 1.8 | -1.9
CCCCCCN1C[C@H](n2cc(C3CC3)nn2)[C@@H](O)C[C@@H]1c1ccc(OC)cc1 | 0.4 | 2.2 | 1.7 | -0.9 | -2.5 | -6.1 | -0.8 | -5.8 | -0.8 | -4.0 | -5.7
Cc1cc(C(=O)N2C(C)CCCC2C)no1 (stereo not drawn) | -0.1 | 0.0 | 0.5 | -0.4 | 2.4 | 1.5 | -0.1 | 0.9 | -0.6 | -2.0 | -2.4
CCCN(CCC)CCCNC(=O)c1nn(-c2cccc(OC)c2)c(=O)c2ccccc12 | 0.1 | 1.9 | 0.2 | -1.5 | -1.8 | -3.9 | -1.0 | -1.2 | -0.1 | 1.6 | 1.6
COCCN1C(=O)C(=O)/C(=C(/O)c2cccc(S(=O)(=O)N(C)C)c2)C12C(=O)N(C)c1ccccc12 (stereo not drawn) | 0.7 | -5.1 | 1.0 | -0.7 | -0.2 | 1.2 | 1.0 | 3.7 | -0.3 | 3.8 | 1.6
CC(C)CCNC(=O)c1ccccc1SCC(=O)NC1CCCCCCC1 | 1.3 | -6.8 | -0.6 | -1.5 | -5.5 | 1.9 | 1.4 | 5.1 | -1.0 | 2.0 | -0.7
C=CCN(C(=O)CCC(=O)Nc1cc(C)on1)C(C(=O)NC1CCCC1)c1ccc(Cl)cc1 (stereo not drawn) | -0.6 | -4.2 | -0.5 | -1.2 | -4.1 | 3.1 | -1.5 | -1.9 | -0.2 | 2.8 | -2.3
COc1ccc(-c2cc3c(=O)n(CC(=O)NCCCN4CCN(Cc5ccccc5)CC4)ncn3n2)cc1 | -2.9 | -9.3 | 9.3 | -0.7 | -59.4 | -30.9 | -2.2 | 5.4 | 0.0 | 1.4 | -1.1
Cc1ccc(C(=O)N/C(=C\c2ccccc2)C(=O)NCCCn2ccnc2)cc1 | -1.0 | 0.4 | -2.3 | -0.9 | 0.3 | 0.8 | -0.6 | 0.9 | -1.0 | -1.0 | 1.6
CC(NCc1ccc2c(c1)OCO2)C(=O)NC1CCCCC1 (stereo not drawn) | -0.6 | -2.1 | -1.3 | -1.3 | 1.9 | 0.7 | -0.9 | -0.6 | -0.3 | -3.3 | -0.9
N#Cc1cccc(CN2CCC(=O)N(CCO)CC2)c1 | -0.3 | -2.8 | 0.7 | -1.6 | 2.1 | 1.9 | 1.2 | -6.4 | -0.8 | -3.7 | 2.8
C/C(=N\NC(=O)c1cccnc1)c1c(O)cc(C)oc1=O | -0.4 | -0.5 | 0.9 | -1.3 | 0.6 | 2.2 | -0.6 | 2.4 | 0.4 | -0.4 | -0.1
CC1(C)CC(N2CCC(=O)N(C3CC(C)(C)NC(C)(C)C3)C2)CC(C)(C)N1 | 0.7 | -2.2 | -0.4 | -0.7 | 2.6 | 0.5 | -0.9 | 0.0 | 0.9 | 2.4 | 3.5
Cc1ccc2nc(Cl)c(/C=N/NC(=O)[C@H]3C[C@@H]3c3ccccc3)cc2c1 | -0.4 | -5.9 | 0.2 | -1.2 | -7.3 | -10.0 | 1.1 | -6.5 | 0.5 | 1.4 | -2.6
COc1cc([N+](=O)[O-])cc(/C=N\NC(=O)C2COc3ccccc3O2)c1O (stereo not drawn) | -0.6 | 2.5 | 0.3 | -1.5 | -14.6 | 0.1 | 1.0 | -5.1 | 0.6 | 10.5 | 1.5
Fc1ccc(NC(=S)N2CCCN(c3ccc(C(F)(F)F)cn3)CC2)c(F)c1 | -1.7 | 2.9 | -8.8 | -2.7 | 0.3 | 3.2 | -7.9 | 1.0 | -4.5 | 1.8 | -5.4
Cc1cc(C)n(-c2ccc(C(=O)OCC(=O)Nc3ccc(Cl)cc3[N+](=O)[O-])cc2)n1 | -0.4 | -1.5 | -0.5 | -0.3 | 0.1 | -1.8 | 0.0 | -3.0 | 3.5 | -2.7 | 0.8
COC(=O)[C@@]12C[C@@H](CC(=O)N3CCOCC3)C(=O)N(Cc3ccc4c(c3)OCO4)C1=CCC(C)(C)C2 | -0.4 | -3.6 | -2.0 | -1.1 | 4.7 | 2.0 | . | 1.4 | -1.6 | -7.3 | 2.5
CN(CC1CCN(CCc2cccc(C(F)(F)F)c2)CC1)C(=O)c1ccc(F)cc1 | -0.7 | 0.0 | -2.0 | -1.4 | 5.2 | 4.2 | -2.2 | -2.0 | -1.5 | -0.3 | -2.2
Cc1cccc(C)c1NC(=O)c1cnccn1 | 0.3 | -1.8 | -1.1 | 1.0* | 2.2 | 5.8 | 0.5 | -3.4 | -2.0 | -2.2 | -0.7
CCOc1ccc(OCC(=O)OCC(=O)N(CC(C)C)c2c(N)n(Cc3ccccc3)c(=O)[nH]c2=O)cc1 | 2.4 | -0.6 | 1.1 | -0.8 | -5.0 | 3.4 | 0.4 | -4.8 | -0.6 | -2.4 | -0.7
CCOC(=O)C1=C(COC(=O)/C=C/c2ccc(OC)cc2OC)NC(=O)NC1C (stereo not drawn) | -0.7 | -9.2 | -4.5 | -1.1 | -7.3 | 1.6 | -0.2 | -7.5 | -3.1 | 4.2 | -0.6
COc1c(S(=O)(=O)n2nc(C)cc2C)ccc(Cl)c1Cl | -0.7 | 0.4 | -2.3 | -2.0 | -1.3 | -0.4 | -1.5 | -1.9 | -2.7 | 6.9 | -1.2
O=C(O)c1ccc(CNC(=O)c2ccccc2NC(=O)c2ccc([N+](=O)[O-])cc2)cc1 | 0.4 | -2.3 | -1.6 | -1.1 | 0.1 | -1.6 | 0.4 | 8.4 | -1.7 | -5.5 | -1.8
CCOc1ccc(C2/C(=C(\O)c3ccc4c(c3)OCCO4)C(=O)C(=O)N2CCN2CCOCC2)cc1OC (stereo not drawn) | 0.2 | 2.2 | 4.2 | -0.9 | -4.0 | -1.3 | -0.1 | -0.4 | -1.3 | 2.7 | -0.5
COc1ccc(NC(=O)/C(=C\c2cccnc2)NC(=O)c2cccs2)cc1 | 0.0 | -4.4 | 0.9 | -1.2 | -2.6 | -0.7 | 0.4 | 0.1 | -0.8 | 4.0 | -1.7
FC(F)(F)c1cc(-c2ccco2)nc(N2CCOCC2)n1 | 0.5 | -4.3 | 1.7 | -0.8 | -2.3 | -4.6 | 0.6 | -2.8 | 1.0 | -5.8 | 0.4
